Assay outcomes deposited in PubChem BioAssay by Broad Institute.
Casp6 inh: human caspase-6 inhibitors, primary screen, biochemical, VEID-R110 fluorescence, single point, set 2 | P55212 | purified caspase-6, Z-VEID-R110 cleavage fluorescence | inhibition, % at 12.5 µM | 350,000 compounds, 0.53% hits | AID 686996, 2013;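 active = mean inhibition across replicates at least about 35%, with every replicate also reaching that limit, limit read from the data; inconclusive = only one of the two criteria met; inactive = neither criterion met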;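 note: 0% = median of neutral control wells and 100% = no fluorescence left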
Target sequence (P55212 24-179 limits assumed): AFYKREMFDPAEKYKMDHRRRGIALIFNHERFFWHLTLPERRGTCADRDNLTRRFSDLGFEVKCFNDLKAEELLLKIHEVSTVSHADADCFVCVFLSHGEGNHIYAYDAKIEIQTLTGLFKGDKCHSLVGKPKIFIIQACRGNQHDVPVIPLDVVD
Target sequence (P55212 194-293 limits assumed): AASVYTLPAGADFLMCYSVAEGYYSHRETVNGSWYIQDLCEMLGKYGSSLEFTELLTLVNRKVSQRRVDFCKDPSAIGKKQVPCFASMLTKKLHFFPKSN
LGR2 antag: inhibitors of bursicon-induced LGR2 CRE-luciferase signal, primary screen, cell-based, HEK293, CRE-luciferase reporter, bursicon stimulation; Drosophila bursicon receptor LGR2 (rickets); bursicon-stimulated, 4 h; inhibition, % at 9.99 µM; 380,000 compounds, 0.35% hits;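 active = drop in luminescence signal, shown as inhibition above about 50% in the replicate tests, limit read from the data, passing the limit was not always enough; inconclusive = probably only some replicates passing the limit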;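 note: agonist challenge used bursicon conditioned medium at about half maximal strength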
esBAF inh: Bmi1 luciferase reporter increase in mESCs, primary screen, esBAF inhibitor project, mouse ES cells, Bmi1 luciferase knock-in, single point; reporter increase, % at 12.5 µM; 350,000 compounds, 2% hits; AID 602393, 2012; 24 h; 100% = twice the neutral-well signal; in the data active = activation above about 40%; inconclusive = no clear call, values can overlap the other calls;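 note: 0% = median of the plate's neutral control wells and 100% = double that signal; a rise in the Bmi1 reporter signal indicates esBAF inhibition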
FN deposit inh: inhibitors of fibronectin matrix deposition, primary screen, AH1F cells, Alexa488-fibronectin fluorescence, plate reader | AH1F fibroblasts, overnight | inhibition, % at 12.6 µM | 350,000 compounds, 0.086% hits;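 active = mean inhibition across replicates of 30% or more, regardless of how many single replicates reach that level; inconclusive = mean under 30% yet at least half of replicates reach 30%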;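 note: positive control wells lacked labelled fibronectin entirely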
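Material: AH1F fibroblast monolayer depositing Alexa488-labelled fibronectin into matrix | Input: 10000 AH1F cells/well | Medium: DMEM plus 2% serum, read in PBS | Reagent: Alexa488-fibronectin, 24 nM final in well | Compound dosing: One dose per compound, pinned | Schedule: 1 h adhesion, overnight exposure | Measured by: Fluorescence at 485 nm excitation, 525 nm emission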
C2C12 statin: suppressors of statin myotoxicity in C2C12 myotubes, primary screen, cell-based, single point, plate reader | C2C12 myotubes + simvastatin, ATP luminescence, 48 h; scaled: DMSO 0, geranylgeraniol control 100 | rescue of ATP level, % at 7.49 µM | 330,000 compounds, 0.78% hits | AID 602340, 2012;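 active = mean ATP rescue above about 67%, or every replicate alone reaching that limit, limit read from the data, passing the limit was not always enough; inconclusive = no clear call, values can overlap the other calls; inactive = mean under the limit and some replicate under it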;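 note: myotubes were challenged with 10 µM simvastatin during compound exposure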
SIRT5 block: SIRT5 desuccinylase inhibitors, primary screen, biochemical, fluorescence imaging, single point, set 5. AID 652115, 2013. inhibition, % at 15 µM. Purified SirT5, succinyl-peptide AMC, trypsin-coupled fluorescence. 330,000 compounds, 1.1% hits. NAD-dependent protein deacylase sirtuin-5, mitochondrial (Homo sapiens), Q9NXA8; in the data active = inhibition above about 15%; inconclusive = no clear call, values can overlap the other calls
Target sequence (Q9NXA8 whole entry, looked up): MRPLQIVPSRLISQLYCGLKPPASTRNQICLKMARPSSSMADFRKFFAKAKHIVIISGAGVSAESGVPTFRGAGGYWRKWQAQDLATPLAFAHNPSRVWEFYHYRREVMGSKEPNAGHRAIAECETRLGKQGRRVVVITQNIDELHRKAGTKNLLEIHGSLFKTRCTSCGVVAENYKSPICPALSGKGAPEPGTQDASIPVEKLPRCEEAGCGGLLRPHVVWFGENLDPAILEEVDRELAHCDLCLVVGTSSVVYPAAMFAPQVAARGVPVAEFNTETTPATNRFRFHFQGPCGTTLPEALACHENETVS
S100A4 MyoIIA: inhibitors of S100A4-myosin IIA peptide binding, primary screen, biochemical, fluorescence polarization, TAMRA-MyoIIA peptide | Protein S100-A4 (Homo sapiens), P26447 | AID 652163, 2013 | inhibition, % at 10.7 µM | 360,000 compounds, 0.14% hits;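 active = mean inhibition of at least 70% across replicates, with every replicate also reaching that level; inconclusive = mean inhibition reaches 70% but some replicates fall short; inactive = mean inhibition below 70%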
Target sequence (P26447 whole entry, looked up): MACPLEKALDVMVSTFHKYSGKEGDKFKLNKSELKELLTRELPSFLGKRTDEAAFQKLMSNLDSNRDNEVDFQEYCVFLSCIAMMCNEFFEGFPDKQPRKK
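Test system: S100A4 monomer protein. Medium: HEPES buffer with Ca2+, pH 7.2. Reagent: fluorescent myosin IIA peptide, 5 nM. Compound dosing: single-point compound testing. Timing: 5 min between mix addition and reading. Benchmarks: DMSO neutral and TFP positive wells.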
Numbers without * were called inactive; ? = inconclusive; . = no result given. A portion of the library; count on the stated rates, not on these rows.

The line under a structure holds: Casp6 inh	LGR2 antag	esBAF inh	FN deposit inh	C2C12 statin	SIRT5 block	S100A4 MyoIIA
Cc1nc2cc(NC(=O)NCc3ccco3)ccc2n1C
→ .	-19	22	-3	1	.	.
CCCOc1ccc(F)cc1-c1cc(C(=O)NCc2cccs2)[nH]n1
→ 0	-9	-4	-2	-6	.	-3
N#CCCc1cccc(CCC#N)c1
→ .	-12	-1	1	14	.	-2
CCCCn1c(N)c(N(CC(C)C)C(=O)CN2C(=O)C3CCCCC3C2=O)c(=O)[nH]c1=O (stereo not given)
→ -2	8	0	6	26	0	-2
Cc1ccc(NC(=O)N2CCN(C(=O)c3ccco3)CC2)cc1Cl
→ 2	8	6	1	3	-1	-5
Cc1cccc(C(=O)OCC(=O)c2c(C)[nH]c3ccccc23)c1O
→ 1	-64	73*	-5	6	-1	2
COc1ccccc1CC(=O)NNS(=O)(=O)c1ccccc1[N+](=O)[O-]
→ -2	11	-7	-3	1	-12	-7
Cc1ccc(S(=O)(=O)Nc2ccc3c(c2)C(=O)N([C@H](C)CO)C[C@H](C)[C@H](CN(C)C(=O)Nc2cccc4ccccc24)OCCCC[C@H](C)O3)cc1
→ -2	7	1	-7	.	0	3
COc1ccc(C(C(=O)NCC2CCCO2)N(C(=O)c2snc(C(N)=O)c2N)c2ccc(C)cc2)cc1OC (stereo not given)
→ 3	10	-3	9	-9	1	-7
CC(CNC(=O)c1ccccc1[N+](=O)[O-])NC(=O)c1ccccc1[N+](=O)[O-] (stereo not given)
→ 8	8	.	-4	.	-6	0
C[C@@H]1CCCCO[C@@H](CN(C)C(=O)Nc2cccc3ccccc23)[C@@H](C)CN([C@@H](C)CO)C(=O)c2cc(NC(=O)NC3CCCCC3)ccc2O1
→ 1	13	-3	2	.	-1	2
CC1=C(C(=O)NC2CCC(C)CC2)C2(CCC(C)CC2)OC1=O (stereo not given)
→ 0	-6	5	1	21	-1	10
Cn1ncc2c(NNC(=O)Cc3ccccc3)ncnc21
→ .	7	-4	2	2	.	.
C/C(CC(=O)Nc1cc(C)ccn1)=N\NC(=O)c1ccccc1C
→ 1	-7	3	-5	3	0	-9
COc1ccc(S(=O)(=O)NNC(=O)c2ccc([N+](=O)[O-])cc2)cc1
→ 2	21	-8	4	-6	1	4
CCN(CC)CCC/C(=N\O)C(O)(c1ccccc1)c1ccccc1
→ -2	-7	.	2	.	-4	2
CC1(C(=O)NCc2ccc(C(F)(F)F)cc2)CCN1Cc1cc2ccccc2o1 (stereo not given)
→ 9	-15	0	-1	7	-2	0
Cc1ccccc1OCC(=O)N(Cc1nc(-c2ccccc2)no1)C(C)C
→ .	5	-4	2	24	.	.
Cc1cccc(C2=NN(c3ccccc3)[C@H](CO)[C@H]2c2ccc(F)cc2)c1
→ 1	13	-6	4	16	-3	-5
COc1cc(/C=C/C(=O)Oc2coc(CSc3ncccn3)cc2=O)cc(OC)c1OC
→ 2	3	.	3	.	-5	-1
CCN(CC)S(=O)(=O)c1cccc(C(=O)N/N=C/c2ccc([N+](=O)[O-])o2)c1
→ 7	13	.	2	.	9	-4
CC1(C(=O)Nc2ccc3c(c2)OCCO3)CCC(=O)N1CCOc1ccccc1 (stereo not given)
→ 0	7	-2	6	30	-8	-1
O=C(C[C@H]1CC[C@@H]2[C@H](COC[C@@H](O)CN2Cc2ccc(Oc3ccccc3)cc2)O1)N1CCOCC1
→ 0	-5	3	5	39	-4	-4
CN(CC(=O)Nc1cccc(S(=O)(=O)N2CCCCC2)c1)Cc1ccc(F)cc1
→ 0	7	2	-2	-1	-1	2
CC1(C)OC(=O)C2=C(C[C@@H](C3CCCCC3)O[C@H]2c2ccccc2)O1
→ 1	6	.	14	.	1	3
Cc1ccc(S(=O)(=O)N(C)c2ccc(OCC(=O)OCc3nnc(-c4ccccc4)o3)cc2)cc1
→ -3	-42	0	-2	-11	0	-5
CCCCCCCCn1c(N2CCN(c3cccc(Cl)c3)CC2)nc2c1c(=O)[nH]c(=O)n2C
→ .	.	4	-7	18	.	.
Cc1ccc(C)c(NC(=O)C[n+]2ccccc2)c1
→ 0	8	-9	-5	18	-1	-4
C[C@H](CO)N1C[C@H](C)[C@@H](CN(C)Cc2cccnc2)Oc2cc(C#C[C@@H](C)O)ccc2S1(=O)=O
→ 4	-3	3	-1	2	1	14
CCc1nc(SCC(=O)Nc2ccc3c(c2)OCCO3)c2oc3ccccc3c2n1
→ .	-7	-1	.	-3	.	.
COc1ccc(NC(=O)N[C@@H]2CC[C@H](CC(=O)NCc3ccccn3)O[C@@H]2CO)cc1
→ -1	-11	0	.	2	1	8
COc1cc(C(=O)Nc2nc(-c3cc(C)ccc3C)c(C)s2)ccc1OCC(=O)Nc1ccc(F)cc1
→ 0	16	-8	-4	-9	0	6
O=C(NCCCn1ccnc1)c1ccc(OCC(F)(F)F)cc1
→ -3	5	-2	5	-9	-1	-4
Cc1ccc(-c2n[nH]c(=S)n2/N=C/c2ccncc2)cc1
→ 0	-1	.	5	.	2	2
CCCNC(=O)N1CC2(C1)CN(C(=O)Nc1ccc(F)cc1)[C@H](CO)c1[nH]c3cc(OC)ccc3c12
→ 0	-14	.	-2	.	4	10
COc1ccc(NC(=O)N(C)C[C@H]2Oc3ccc(NC(=O)Cc4cn(C)c5ccccc45)cc3CC(=O)N([C@H](C)CO)C[C@@H]2C)cc1
→ -3	14	-3	.	7	3	-14
O=C(O)CSc1ccc(Oc2ccc(SCC(=O)O)cc2)cc1
→ 2	-9	-1	.	1	3	0
CC(C)c1cn(CC[C@@H]2CC[C@H](NC(=O)Nc3cc(Cl)cc(Cl)c3)[C@@H](CO)O2)nn1
→ 3	-16	-2	-10	-11	-1	-31
C[C@@H]1CCCCO[C@H](CN(C)C(=O)Cc2ccccc2)[C@@H](C)CN([C@@H](C)CO)C(=O)c2cc(NC(=O)c3ccncc3)ccc2O1
→ -1	-3	3	.	.	-8	-13
COc1ccc(Cc2nnc3c4cnn(C)c4ncn23)cc1
→ .	15	4	-5	-7	.	.
COC(=O)C/C=N/N=C1/NC(=O)/C(=C/C(=O)O)S1
→ 22	9	-6	1	3	-2	4
CC1(C)NC(=O)N(CC(=O)OCC(=O)c2ccc(F)cc2)C1=O
→ 1	-21	0	.	2	-2	2
C[C@@H]1CN([C@H](C)CO)C(=O)c2cccc(NC(=O)c3ccc(-c4nccs4)cc3)c2O[C@H]1CN(C)S(=O)(=O)c1ccc(F)cc1
→ 0	7	-3	.	-7	5	-3
C[C@H](O)C#Cc1ccc2c(c1)O[C@@H](CN(C)Cc1cncnc1)[C@@H](C)CN([C@@H](C)CO)S2(=O)=O
→ -2	7	-2	-7	-6	0	-18
CCc1ccc(C(=O)Nc2ccc(C)c(NS(C)(=O)=O)c2)cc1
→ -4	-33	.	1	.	-4	-2
C[C@@H]1CN([C@H](C)CO)S(=O)(=O)c2ccc(C3=CCCCC3)cc2O[C@H]1CN(C)C(=O)C1CCCCC1
→ -1	6	-1	.	-51	9	18
COCCn1nnnc1C(c1cccs1)N1CCN(c2ccccc2)CC1 (stereo not given)
→ -1	-5	-4	.	-14	-4	-3
O=C(N/N=C/c1ccco1)c1cc(-c2ccc(Cl)cc2)n[nH]1
→ 0	-8	.	4	.	-5	17
Cc1ccc(C)c(NC(=O)CN(C)C(C)C(=O)N2CCCC2)c1 (stereo not given)
→ -2	23	4	-16	4	-7	-3
O=Cc1[nH]c2ccccc2c1N(C(=O)CCl)c1ccc([N+](=O)[O-])cc1
→ 4	?	.	2	.	1	0

(further entries)
The line under a structure holds: Casp6 inh	LGR2 antag	esBAF inh	FN deposit inh	C2C12 statin	SIRT5 block	S100A4 MyoIIA
C/C=C/c1ccc([C@@H]2[C@@H](CO)N(C(=O)CC)[C@H]2CNC(=O)CC2CC2)cc1
→ .	0	1	-3	6	.	.
COc1ccc(C(C(=O)NC2CCCCC2)N(C(=O)c2snc(C(N)=O)c2N)c2ccccc2OC)cc1 (stereo not given)
→ -1	12	2	2	0	-6	-7
COc1ccc(C(=O)Nc2ccccc2Cc2ccccc2)c(OC)c1
→ -1	.	.	-1	.	0	-1
Cn1c(=O)c2c(nc(OCc3ccccc3)n2C)n(C)c1=O
→ 3	-21	1	0	6	-2	0
COc1ccc(S(=O)(=O)N(C)C[C@H]2Oc3ccc(NC(=O)NC(C)C)cc3C(=O)N([C@@H](C)CO)C[C@H]2C)cc1
→ .	-4	-6	5	.	.	.
COC(=O)C1=C(C)NC(=O)NC1c1ccc([N+](=O)[O-])o1 (stereo not given)
→ 3	-8	0	-9	-2	-3	-6
C[C@@H]1CCCCO[C@@H](CN(C)C(=O)Nc2ccc(F)cc2)[C@H](C)CN([C@@H](C)CO)C(=O)c2cc(NC(=O)Nc3ccc4c(c3)OCO4)ccc2O1
→ 3	12	6	.	1	14	-1
CCNc1c(NC(=O)c2ccc3c(c2)OCO3)c(=O)oc2ccccc12
→ -5	-8	-4	9	12	0	3
CN(C)CC#Cc1ccc([C@H]2[C@H]3CN(C(=O)Nc4ccc(F)cc4)CCCCN3[C@H]2CO)cc1
→ .	-8	-1	.	-11	.	.
O=C(NCc1cccc(F)c1)[C@@H]1[C@@H](CO)[C@@H]2Cn3c(ccc(-c4ccncc4)c3=O)[C@H]1N2CC1CC1
→ -3	13	6	7	-23	-6	-1
Cc1ccc(-c2oc3ccccc3c(=O)c2OCC(=O)O)cc1
→ 3	8	-8	.	5	0	4

Random excerpt: 4 compounds from above, in no set order.
The line under a structure holds: Casp6 inh	LGR2 antag	esBAF inh	FN deposit inh	C2C12 statin	SIRT5 block	S100A4 MyoIIA
C/C=C/c1ccc([C@@H]2[C@@H](CO)N(C(=O)CC)[C@H]2CNC(=O)CC2CC2)cc1
→ .	0	1	-3	6	.	.
COc1ccc(C(C(=O)NC2CCCCC2)N(C(=O)c2snc(C(N)=O)c2N)c2ccccc2OC)cc1 (stereo not given)
→ -1	12	2	2	0	-6	-7
Cn1c(=O)c2c(nc(OCc3ccccc3)n2C)n(C)c1=O
→ 3	-21	1	0	6	-2	0
CCNc1c(NC(=O)c2ccc3c(c2)OCO3)c(=O)oc2ccccc12
→ -5	-8	-4	9	12	0	3

Reformatted with tabs: entries from further up
molecule	Casp6 inh	LGR2 antag	esBAF inh	FN deposit inh	C2C12 statin	SIRT5 block	S100A4 MyoIIA
COC(=O)C1=C(C)NC(=O)NC1c1ccc([N+](=O)[O-])o1 (stereo not given)	3	-8	0	-9	-2	-3	-6
C[C@@H]1CCCCO[C@@H](CN(C)C(=O)Nc2ccc(F)cc2)[C@H](C)CN([C@@H](C)CO)C(=O)c2cc(NC(=O)Nc3ccc4c(c3)OCO4)ccc2O1	3	12	6	.	1	14	-1
CCNc1c(NC(=O)c2ccc3c(c2)OCO3)c(=O)oc2ccccc12	-5	-8	-4	9	12	0	3

Copied from the list:
COc1ccc(C(C(=O)NC2CCCCC2)N(C(=O)c2snc(C(N)=O)c2N)c2ccccc2OC)cc1 (stereo not given) in esBAF inh reads 2
C/C=C/c1ccc([C@@H]2[C@@H](CO)N(C(=O)CC)[C@H]2CNC(=O)CC2CC2)cc1 in LGR2 antag reads 0
Cc1ccc(-c2oc3ccccc3c(=O)c2OCC(=O)O)cc1 in C2C12 statin reads 5
